# Screening data: PubChem BioAssay, National Center for Advancing Translational Sciences (NCATS)
# TRHR PAM: allosteric enhancers of human TRH receptor; TRHR cells, fluo-8 calcium fluorescence, EC20 TRH enhancement; enhancement, % at 2 µM; P34981; 360,000 tested, 0.66% active; in the data active means enhancement above about 30%; further: 0% is about no effect
#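 Enhancer read-out: after compound pinning and an initial kinetic agonist-mode read, an EC20 of TRH (10 nM final) was injected and fluo-8 calcium signal (Ex 480/Em 530) followed at 1 s/cycle for 100 cycles in TRHR-expressing cells.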
# D2 antagonist: antagonizes the human D2 dopamine receptor. P14416. HEK293 TREx D2 cells, calcium flux, dopamine EC80. inhibition, % at 10 µM. 340,000 tested, 2% active. AID 485344; in the data active means inhibition above about 30%; further: 0% is about no effect
#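 Measurement of antagonist activity uses fluorescent calcium dye in inducible HEK293 T-REx D2 cells: 10 s baseline, compound addition with 180 s read, EC80 dopamine addition with a further 180 s read.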
# D1 potentiator: potentiators of human D1 dopamine receptor | HEK293 TREx D1 cells, calcium flux, dopamine EC20 potentiation | P21728 | potentiation, % at 10 µM | 360,000 tested, 0.036% active; in the data active means potentiation above about 30%; further: 0% is about no effect
# D2 agonist: D2 dopamine receptor (human) agonism; P14416; HEK293 T-REx D2 cells, calcium flux agonist mode; 340,000 tested, 0.53% active; activation, % at 2 µM;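 active means activation over 3 SD above normal in the single-dose calcium agonist read, cut at about 30% in these data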; further: 0% is about no effect
#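 Tetracycline-induced HEK293 Trex cells with D2 receptor force-coupled to calcium signaling, plated overnight at 30 C and loaded with no-wash calcium dye. Calcium flux read kinetically for 180 s after compound addition; responses flag agonists.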
# D2 PAM: positive allosteric modulators of human D2 dopamine receptor | P14416 | potentiation, % at 10 µM | 340,000 tested, 0.34% active | HEK293 T-REx D2, calcium flux, EC20 dopamine potentiation | AID 485347;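 active means potentiation over 3 SD above the plate norm, cut at about 30% in these data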; further: 0% is about no effect
#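 Potentiation of an EC20 dopamine calcium response measured kinetically over 180 s, after a preceding 180 s compound-only read flagging agonists. Cells: inducible Hek293 Trex D2 line, 4000/well, cultured overnight at 30 C before dye loading.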
# TRHR agonist: activates the human TRH receptor; P34981; TRHR cells, calcium flux fluo-8, FDSS agonist mode; activation, % at 2 µM; 360,000 tested, 0.18% active; AID 493084; further: 0% is about no effect
#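 Read-out: compound-evoked intracellular calcium rise in TRHR cells, fluo-8 dye, kinetic FDSS fluorescence at 1 s/cycle following a 10-cycle baseline. Cells cultured overnight before dye loading (30 min–1.5 h, RT).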
# D1 ag: agonists of human D1 dopamine receptor. P21728. HEK293 T-REx D1 cells, calcium flux, agonist mode. activation, % at 2 µM. 360,000 tested, 1% active. AID 504660; further: 0% is about no effect
#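 Agonism was scored from calcium flux recorded over 180 s (1 read/s) after pintool compound addition, following a 10-cycle baseline. Cells were inducible force-coupled HEK293 TREx D1, plated overnight at 30 C and loaded with no-wash calcium dye.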
# D1 antagonist: blocks dopamine activation of the human D1 receptor; HEK293 TREx D1 cells, calcium flux, dopamine EC80; active compounds read low; P21728; 360,000 tested, 3.2% active; activity change, negative = inhibition, % at 10 µM; in the data active means activity change below about -30%; further: on the % scale 0 is the no-effect control and ±100 the full control effect
#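 HEK293 T-REx cells expressing inducible, force-coupled D1 receptor; no-wash Ca dye, 30–90 min RT. Cmpd → 180 s read at 1 Hz → EC80 DA → 180 s read.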
# RXFP1 antagonist: blocks the human relaxin receptor RXFP1; Q9HBX9; activity change, negative = inhibition, % at 57.5 µM; 350,000 tested, 0.59% active; AID 1259400; HEK293-RXFP1, relaxin-stimulated cAMP HTRF, 30 min; active compounds read low;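 active means activity change of -60% or lower, but not beyond a set lower limit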; further: on the % scale 0 is the no-effect control and ±100 the full control effect
# Target sequence (Q9HBX9 whole entry, looked up): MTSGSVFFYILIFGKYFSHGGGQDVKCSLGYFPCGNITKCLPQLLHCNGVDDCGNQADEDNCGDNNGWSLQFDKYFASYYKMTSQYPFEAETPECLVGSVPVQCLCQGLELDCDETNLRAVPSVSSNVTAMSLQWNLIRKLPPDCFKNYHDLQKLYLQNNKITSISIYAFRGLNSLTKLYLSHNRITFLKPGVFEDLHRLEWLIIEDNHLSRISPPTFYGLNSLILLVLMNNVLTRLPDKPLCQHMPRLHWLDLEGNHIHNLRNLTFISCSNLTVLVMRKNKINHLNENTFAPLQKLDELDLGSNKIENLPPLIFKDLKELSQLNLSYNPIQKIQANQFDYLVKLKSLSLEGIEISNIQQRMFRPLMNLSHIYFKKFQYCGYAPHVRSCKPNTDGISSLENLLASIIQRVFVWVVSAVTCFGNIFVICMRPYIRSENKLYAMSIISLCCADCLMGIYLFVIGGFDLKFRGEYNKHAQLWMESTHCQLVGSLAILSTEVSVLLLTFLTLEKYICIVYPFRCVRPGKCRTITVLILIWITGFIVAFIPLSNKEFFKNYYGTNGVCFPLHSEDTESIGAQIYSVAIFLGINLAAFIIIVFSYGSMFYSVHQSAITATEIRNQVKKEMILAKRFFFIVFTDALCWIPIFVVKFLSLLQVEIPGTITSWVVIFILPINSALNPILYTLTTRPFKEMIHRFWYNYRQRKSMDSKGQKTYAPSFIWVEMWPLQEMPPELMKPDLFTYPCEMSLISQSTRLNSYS
# * hit, by the source's call; / = no result given; & = joins results of further samples. Unless noted, no stated cut-off is given here; in the data, active means activation above about 30%; inactive means the rest.
# Assay codes – A = TRHR PAM; B = D2 antagonist; C = D1 potentiator; D = D2 agonist; E = D2 PAM; F = TRHR agonist; G = D1 ag; H = D1 antagonist; I = RXFP1 antagonist
structure: COc1ccc(C(=O)NC2CC2)cc1OC1CCN(Cc2ccc(F)c(F)c2)CC1
  A: -1; B: -11; C: -8; D: 0.1; E: -3; F: 0.0; G: 4; H: -1; I: -4

structure: O=C(O)c1ncsc1-c1ccccc1
  A: -2; B: -15; C: -10; D: -0.1; E: -3; F: -0.9; G: 4; H: -23; I: 15

structure: Cc1cc2c(=O)n(C)c(SCC(=O)Nc3cccc(F)c3)nc2s1
  A: -11; B: -20; C: -6; D: -0.8; E: -5; F: -2.1; G: 6; H: 3; I: 2

structure: CCN(CC)S(=O)(=O)c1ccc(Cl)c(NC(=O)COc2ccccc2[N+](=O)[O-])c1
  A: 4; B: -7; C: 0; D: 0.4; E: 7; F: 1.0; G: 7; H: 15; I: -5

structure: Nc1c(C(=O)NCCN2CCOCC2)c2nc3ccccc3nc2n1-c1ccccc1
  A: 4; B: -33; C: 1; D: 0.6; E: -1; F: -1.2; G: -1; H: -3; I: -6

structure: COc1ccc(NC(=O)CSc2nc3ccccc3c(=O)n2CCNC(C)=O)c(OC)c1
  A: 9; B: -20; C: -2; D: -0.1; E: -3; F: 0.0; G: 1; H: -7; I: -1

structure: Cc1onc(-c2ccccc2)c1C(=O)Nc1nnc(CC(C)C)s1
  A: -2; B: 1; C: -14; D: 0.0; E: -2; F: 0.9; G: 3; H: 9; I: -11

structure: CC(=O)NC1=NN(C(C)=O)C(c2ccc(F)cc2)S1 (configuration not stated)
  A: 15; B: 13; C: 0; D: 0.8; E: 1; F: 0.1; G: 0; H: -3; I: 2

structure: COCCNC(=O)c1ccc(CS(=O)(=O)c2cccc(C(F)(F)F)c2)o1
  A: 2; B: 9; C: 0; D: -1.7; E: -11; F: 0.3; G: 4; H: 18; I: 0

structure: Cc1cc(C)c(-c2csc(NC(=O)C3=NN(c4ccccc4)C(=O)CC3)n2)c(C)c1
  A: 8; B: -13; C: -3; D: -0.7; E: 1; F: 0.3; G: 3; H: 15; I: -7

structure: COc1ccc(/C=N/NC(=O)Cn2c(Cc3ccc(OC)c(OC)c3)nc3ccccc32)cc1
  A: 4; B: -2; C: -6; D: 1.0; E: 14; F: -1.0; G: -1; H: -5; I: -18

structure: O=C(Nc1ccc(C(=O)Oc2ccccc2)c(O)c1)c1ccco1
  A: 2; B: -17; C: -2; D: 0.2; E: 7; F: 0.4; G: 12; H: -36*; I: -2

structure: O=C(CSc1nccn1Cc1ccc(F)cc1)Nc1ccc2c(c1)OCCO2
  A: -2; B: /; C: -6; D: 0.8; E: -4; F: -0.3; G: 1; H: -10; I: 15

structure: CCN1CCN(C(=O)c2ccc(S(=O)(=O)Nc3ccccc3)cc2)CC1
  A: 1; B: -1; C: -2; D: 0.1; E: 5; F: 0.4; G: 3; H: -20; I: -2

structure: CCn1c(N2CCN(Cc3ccc([N+](=O)[O-])cc3)CC2)nc2ccccc21
  A: 1; B: 8; C: -10; D: 0.0; E: -10; F: -0.6; G: 2; H: 4; I: 10

structure: OCCC1CN(CCCc2ccccc2)CCN1Cc1ccccc1 (configuration not stated)
  A: -3; B: 40*; C: 3; D: 57*; E: -29; F: 0.1; G: 5; H: -6; I: -11

structure: CCOC(=O)CSc1nc(C2CC2)cc(-c2ccc(Cl)cc2)c1C#N
  A: -5; B: -15; C: 4; D: 1.8; E: -2; F: 0.4; G: 12; H: -87*; I: -5

structure: O=C(Cn1c(=O)n(-c2ccccc2)c(=O)c2c3c(sc21)CCC3)c1ccc(F)cc1
  A: -3; B: /; C: 1; D: -0.4; E: 2; F: -0.7; G: -1; H: -12; I: -1

structure: Cc1cc(C)c(C(=O)N2CCC(N3CCC(C(=O)NC(C)C)CC3)CC2)o1
  A: -2; B: 22; C: 3; D: 1.8; E: -10; F: 0.4; G: 3; H: 3; I: -33

structure: CN(CCO)c1cc(N2CCCCC2)c2nonc2c1[N+](=O)[O-]
  A: 15; B: -21; C: -10; D: 0.1; E: 9; F: 1.2; G: -1; H: -10; I: -7

structure: N#C/C(=N\Nc1cccc([N+](=O)[O-])c1)C(=O)c1ccc(Br)cc1
  A: -6; B: 25; C: -3; D: 4.5; E: 0; F: 0.8; G: 21; H: -34*; I: -27

structure: C=C(C)CC1(NC(C)c2ccccc2)CCCCC1 (configuration not stated)
  A: -1; B: 0; C: -5; D: 0.2; E: 8; F: -0.2; G: 0; H: 5; I: /

structure: CN(C)S(=O)(=O)c1ccc2c(c1)N(CC(=O)N1CCN(c3ccc(F)cc3)CC1)CCS2
  A: -7; B: /; C: 1; D: 1.1; E: 3; F: 0.2; G: 2; H: 6; I: /

structure: CCN(CC)CCn1c(NCc2ccc(C)o2)nc2ccccc21
  A: 0; B: 26; C: -6; D: -1.4; E: -21; F: 0.0; G: 2; H: 12; I: -10

structure: CCOc1ccccc1NC(=O)C1CCCN(S(=O)(=O)c2ccc3c(c2)CCCN3C(C)=O)C1 (configuration not stated)
  A: -1; B: /; C: -5; D: 1.2; E: 9; F: -0.5; G: 0; H: 10; I: 2&-19

structure: CCN(CC(=O)Nc1ccc(NC(C)=O)cc1)CC(=O)Nc1ccc(F)c(Cl)c1
  A: -1; B: -8; C: 2; D: 0.8; E: 19; F: 1.3; G: 2; H: 5; I: -1

structure: O=C(CC1OC(=O)c2ccccc21)Nc1ccccc1N1CCOCC1 (configuration not stated)
  A: -7; B: -9; C: 1; D: -0.8; E: -8; F: -0.1; G: 0; H: -12; I: 0

structure: CSc1nc(O)c(C(c2ccccc2)c2c(O)nc(SC)[nH]c2=O)c(=O)[nH]1
  A: -2; B: 6; C: 4; D: 0.0; E: 3; F: 0.2; G: 4; H: 3; I: -5

structure: O=C(NCc1ccc(Cl)cc1)C1CCN(C(=O)Cc2ccccc2)CC1
  A: 5; B: 3; C: -4; D: 0.1; E: 0; F: -0.9; G: 6; H: 14; I: -11

structure: COc1cc(C(=O)Nc2oc(-c3ccccc3)c(-c3ccccc3)c2C#N)cc(OC)c1OC
  A: 7; B: -1; C: 2; D: -0.1; E: -5; F: -0.8; G: 1; H: -4; I: 0

structure: CC(=O)N1CCN(C(=O)CNC(=O)c2cccs2)CC1
  A: 3; B: -29; C: -8; D: 0.2; E: -4; F: 0.2; G: 2; H: 25; I: -2

structure: O=C(Oc1cccc([N+](=O)[O-])c1)N1CCCCC1
  A: -4; B: -8; C: 1; D: -0.3; E: -12; F: 1.1; G: 1; H: 0; I: 10

structure: O=C(Nc1ccc(Oc2ncnc3cc(Cl)ccc23)nc1)c1ccc(F)cc1
  A: 12; B: 0; C: 3; D: 0.2; E: 22; F: 0.5; G: 2; H: -3; I: -20

structure: CCn1c(COc2cccc(OC)c2)nnc1SCC(=O)N1CCOCC1
  A: 3; B: -2; C: -1; D: -0.5; E: 9; F: 0.6; G: 4; H: 3; I: 2

structure: CCOC(=O)N1CCN(S(=O)(=O)c2ccc(C(=O)N(CCCN(C)C)c3nc4ccc(OC)cc4s3)cc2)CC1
  A: 0; B: /; C: -1; D: -0.6; E: -16; F: 0.0; G: 8; H: 31; I: -2

structure: CC(Oc1ccccc1)C(=O)N=C1SC2CS(=O)(=O)CC2N1Cc1ccccc1 (configuration not stated)
  A: 11; B: -16; C: 1; D: -0.2; E: 8; F: -0.6; G: 10; H: 13; I: 4

structure: COc1cc2[nH]c(C(=O)N(C)Cc3ccccc3)cc2c(OC)c1OC
  A: -6; B: /; C: -6; D: /; E: /; F: -1.3; G: 1; H: 5; I: 5

structure: O=C(NC(=S)Nc1ccccc1Cl)c1ccco1
  A: 6; B: -13; C: 5; D: -0.2; E: -3; F: -1.2; G: -1; H: 1; I: -7

structure: COc1cc(C)c(Cl)cc1S(=O)(=O)n1ccnc1C
  A: -6; B: 4; C: 3; D: 0.4; E: 1; F: 0.0; G: 0; H: 5; I: 1

structure: CCN1CCN(C(=O)c2sc3nc(C)nc(N4CCC(C)CC4)c3c2C)CC1
  A: -2; B: 23; C: -1; D: -0.4; E: -17; F: 1.8; G: 1; H: -7; I: -9

structure: COc1cc2c(cc1OC)C(C)N(C(=O)Cn1ncc3c1-c1cc(C)ccc1OC3)CC2 (configuration not stated)
  A: -8; B: 13; C: -9; D: -0.9; E: -2; F: 0.0; G: -3; H: 36; I: -19

structure: O=C(N/N=C/c1cccnc1)c1ccc(NC(=O)c2ccc(F)cc2)cc1
  A: -4; B: 26; C: -7; D: 0.1; E: 16; F: 1.2; G: 1; H: -1; I: 8

structure: N/C(=N\OC(=O)Cc1ccccc1[N+](=O)[O-])c1ccccn1
  A: 0; B: 13; C: 8; D: -0.8; E: -2; F: -1.1; G: 3; H: -1; I: -18

structure: COc1ccc(/C=C(/NC(=O)c2ccco2)C(=O)Nc2cccc(C(=O)O)c2)cc1
  A: 9; B: 12; C: -4; D: 0.7; E: 4; F: 0.2; G: 2; H: -11; I: -2

structure: COC(=O)c1ccc(COC(=O)CNS(=O)(=O)c2ccc(C)cc2)cc1
  A: -3; B: -19; C: -4; D: -0.9; E: /; F: -0.1; G: 3; H: 5; I: -12

# By substructure, the entries above containing a furan ring, fused or not.
# Assay codes – A = TRHR PAM; B = D2 antagonist; C = D1 potentiator; D = D2 agonist; E = D2 PAM; F = TRHR agonist; G = D1 ag; H = D1 antagonist; I = RXFP1 antagonist
structure: COCCNC(=O)c1ccc(CS(=O)(=O)c2cccc(C(F)(F)F)c2)o1
  A: 2; B: 9; C: 0; D: -1.7; E: -11; F: 0.3; G: 4; H: 18; I: 0

structure: O=C(Nc1ccc(C(=O)Oc2ccccc2)c(O)c1)c1ccco1
  A: 2; B: -17; C: -2; D: 0.2; E: 7; F: 0.4; G: 12; H: -36*; I: -2

structure: Cc1cc(C)c(C(=O)N2CCC(N3CCC(C(=O)NC(C)C)CC3)CC2)o1
  A: -2; B: 22; C: 3; D: 1.8; E: -10; F: 0.4; G: 3; H: 3; I: -33

structure: CCN(CC)CCn1c(NCc2ccc(C)o2)nc2ccccc21
  A: 0; B: 26; C: -6; D: -1.4; E: -21; F: 0.0; G: 2; H: 12; I: -10

structure: COc1cc(C(=O)Nc2oc(-c3ccccc3)c(-c3ccccc3)c2C#N)cc(OC)c1OC
  A: 7; B: -1; C: 2; D: -0.1; E: -5; F: -0.8; G: 1; H: -4; I: 0

structure: O=C(NC(=S)Nc1ccccc1Cl)c1ccco1
  A: 6; B: -13; C: 5; D: -0.2; E: -3; F: -1.2; G: -1; H: 1; I: -7

structure: COc1ccc(/C=C(/NC(=O)c2ccco2)C(=O)Nc2cccc(C(=O)O)c2)cc1
  A: 9; B: 12; C: -4; D: 0.7; E: 4; F: 0.2; G: 2; H: -11; I: -2
